CCR6 antag – CCR6 (human) receptor antagonism; P51684; CHO-K1 CCR6 PathHunter beta-arrestin, luminescence, CCL20-stimulated; inhibition, % at 20 µM; actives 0.49% (n = 340,000); AID 493098;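 active means compounds whose inhibition of the agonist-driven luminescence signal at 20 µM reaches about 50%, limit read from the data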;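 further: cells stimulated with CCL20 at 14 nM final; plate controls were DMSO with CCL20 for no effect and DMSO without agonist for full effect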
EBI2 block – EBI2 (human) antagonism; P32249; EBI2 beta-arrestin recruitment, luminescence, 7a,25-OHC stimulated; inhibition, % at 5 µM; actives 0.81% (n = 360,000); AID 651636; in the data active means inhibition above about 38%;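 further: enzyme fragment complementation signal reports receptor beta-arrestin coupling in cells; 0% = agonist plus DMSO wells and 100% = wells without agonist; some results beyond the cut were filed as inactive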
CHOP UPR activ – activators of apoptotic arm of unfolded protein response (CHOP); actives 0.34% (n = 330,000); activation, % at 10 µM; CHO-CHOP luciferase reporter, UPR activation, luminescence; percent of tunicamycin response over DMSO baseline;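 active means at 10 µM dose, activation of 40% or more, normalized to positive control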;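 further: 100% = tunicamycin at 10 µg/mL and 0% = DMSO alone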
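Test system: CHO CHOP reporter cells. Input: 500 CHO-CHOP cells per well. Medium: F12 with 10% FBS. Technique: luciferase luminescence. Measure: percent activation relative to tunicamycin control. Dosing: 10 µM compound, 0.5% DMSO. Timing: 16-18 h cell attachment, then 6 h compound exposure, 37 °C.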
XBP1 UPR activ – adaptive UPR (XBP1) activation | actives 0.33% (n = 330,000) | CHO-XBP1 luciferase reporter, IRE1-XBP1 UPR activation, luminescence; percent of tunicamycin response, DMSO as zero | activation, % at 20 µM;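 active means versus positive control, 20 µM dose yields 30% or more activation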;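 further: 100% = tunicamycin at 10 µg/mL and 0% = DMSO only wells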
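Material: CHO-XBP1 cells stably carrying IRE1-XBP1-driven luciferase reporter / Amount: 1000 cells per well / Compound: 20 µM, 1% DMSO / Times: 6 h treatment, 37 °C / Detection: luciferase luminescence / Measure: % activation of reporter signal versus tunicamycin and DMSO controls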
Gli-Sufu antag – antagonists of Gli-Sufu signaling. Sufu-KO-LIGHT fibroblasts, Gli luciferase reporter luminescence. inhibition, % at 5 µM. actives 0.74% (n = 340,000). AID 588413;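 active means inhibition above about 55%, limit read from the data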;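 further: 0% = DMSO-treated cells and 100% = wells with medium but no cells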
Mdm2-MdmX inh – inhibitors of human Mdm2/MdmX interaction. inhibition, % at 8 µM. O15151+Q00987. SaOS-2 split-luciferase Mdm2/MdmX complementation, luminescence. actives 3% (n = 330,000). AID 485346;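 active means inhibition of at least 50% at 8 µM in the primary screen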
Target sequence (O15151 whole entry, looked up): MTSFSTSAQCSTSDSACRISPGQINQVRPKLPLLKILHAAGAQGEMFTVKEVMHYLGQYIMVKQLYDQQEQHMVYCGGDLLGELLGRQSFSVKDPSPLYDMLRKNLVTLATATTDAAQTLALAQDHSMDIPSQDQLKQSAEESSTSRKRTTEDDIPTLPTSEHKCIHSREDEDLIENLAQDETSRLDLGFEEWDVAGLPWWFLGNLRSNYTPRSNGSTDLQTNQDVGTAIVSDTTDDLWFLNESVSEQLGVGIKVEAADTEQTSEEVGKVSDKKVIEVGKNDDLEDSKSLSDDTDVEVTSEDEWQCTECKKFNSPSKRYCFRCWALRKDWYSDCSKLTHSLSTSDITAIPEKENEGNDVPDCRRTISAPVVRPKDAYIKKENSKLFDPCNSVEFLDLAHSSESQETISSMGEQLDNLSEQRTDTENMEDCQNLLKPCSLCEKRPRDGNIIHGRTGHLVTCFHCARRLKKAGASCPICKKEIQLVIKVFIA
Target sequence (Q00987 whole entry, looked up): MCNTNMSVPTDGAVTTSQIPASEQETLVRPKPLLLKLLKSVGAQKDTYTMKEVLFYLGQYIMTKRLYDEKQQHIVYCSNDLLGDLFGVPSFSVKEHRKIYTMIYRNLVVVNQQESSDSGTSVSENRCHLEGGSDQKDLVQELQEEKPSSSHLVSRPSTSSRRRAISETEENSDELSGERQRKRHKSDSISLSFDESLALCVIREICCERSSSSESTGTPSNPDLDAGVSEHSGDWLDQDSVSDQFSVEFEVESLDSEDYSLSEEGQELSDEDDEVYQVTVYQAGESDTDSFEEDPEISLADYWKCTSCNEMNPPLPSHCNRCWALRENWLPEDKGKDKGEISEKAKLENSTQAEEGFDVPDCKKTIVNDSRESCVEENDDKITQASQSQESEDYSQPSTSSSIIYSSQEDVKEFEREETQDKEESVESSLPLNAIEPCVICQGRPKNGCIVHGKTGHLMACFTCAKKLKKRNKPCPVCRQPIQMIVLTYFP
697 NFkB inh – inhibitors of the PMA/ionomycin-induced NF-kB reporter in 697 B cells | 697 B-cell NF-kB luciferase reporter, 16 h | inhibition, % at 4 µM | actives 0.33% (n = 330,000) | AID 435022; in the data active means inhibition above about 35%
CXCR6 block – inhibitors of human CXCR6 receptor. AID 602244. inhibition, % at 20 µM. actives 0.36% (n = 360,000). CHO-K1 PathHunter CXCR6 beta-arrestin, luminescence. O00574; in the data active means inhibition above about 34%, passing the limit was not always enough;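 further: antagonist mode with CXCL16 agonist at 10 nM final; 0% = 10 nM CXCL16 with DMSO and 100% = unstimulated wells without agonist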
Jurkat NFkB inh – inhibitors of the PMA/ionomycin-induced NF-kB reporter in Jurkat cells | inhibition, % at 4 µM | actives 0.53% (n = 330,000) | PMA/ionomycin-induced NF-kB luciferase reporter, luminescence; in the data active means inhibition above about 50%
Numbers without * were called inactive; . = not tested or not shown.

SMILES	CCR6 antag	EBI2 block	CHOP UPR activ	XBP1 UPR activ	Gli-Sufu antag	Mdm2-MdmX inh	697 NFkB inh	CXCR6 block	Jurkat NFkB inh
COc1ccc(/C=C/C(=O)NC(=S)NNC(=O)c2c(-c3ccccc3)noc2C)cc1	3	17	0.1	1	-8	27	5	32	14
Cc1cc(N2CCN(C(=O)c3ccco3)CC2)c2ccccc2n1	18	-11	0.8	1	6	-10	-15	-6	9
O=C(c1cc(=O)c2ccccc2o1)N1CCN(c2ccccc2F)CC1	5	64*	0.1	2	1	-11	13	2	-5
O=S(=O)(c1ccc(Oc2ccc(Br)cc2)cc1)N1CCOCC1	0	17	-1.1	-3	6	35	-33	-5	5
CCc1ccc(NC(=O)NCCCN2CCCC2=O)cc1	1	-3	2.5	-1	-13	18	-19	-3	-6
O=S(=O)(c1ccc2ccccc2c1)N1CCNCC1	-2	-2	-0.9	-2	-15	14	11	28	12
O=C(Nc1cccc(Cl)c1)c1ccncc1	-4	-4	-0.8	0	-9	11	-24	-3	-12
Cc1nc(-c2cccnc2)sc1C(=O)Nc1cccc(C(F)(F)F)c1	3	25	-4.1	-2	24	36	-29	4	1
Cc1ccc(NC(=O)CCNC(=O)c2ccco2)cc1Cl	8	-9	1.0	1	-15	9	10	2	5
Cc1cccc(C(=O)OCC(=O)NC(=O)Cc2ccccc2)c1O	4	-5	-0.4	-3	2	-2	12	-26	11
COC1=C/C(=C/c2c(O)c(C#N)c3ccccn23)C=CC1=O	56*	-11	2.5	0	1	-13	-2	32	-43
O=C(Nc1ccc(F)cc1)C1CCC(N2C(=O)c3ccccc3C2=O)CC1 (stereo not drawn)	-5	3	-1.9	0	0	5	7	-3	8
O=[N+]([O-])c1cccc(S(=O)(=O)NC2CC3CCC2C3)c1 (stereo not drawn)	-16	-10	2.1	-1	-2	14	7	-16	-1
CCS(=O)(=O)N1Cc2ccccc2CC1C(=O)Nc1cccc(OC)c1 (stereo not drawn)	12	-16	7.2	-3	11	0	-46	3	-53
O=C(c1ccco1)N1N=C(c2ccccc2)CC1c1ccc2nccnc2c1 (stereo not drawn)	14	1	3.8	3	5	-7	-3	14	11
Cc1cccc(C)c1NC(=S)N1CC(C)OC(C)C1 (stereo not drawn)	-9	-10	0.5	-2	2	-36	-10	-10	-4
COCCOc1ccc(C(F)(F)F)cc1NC(=O)COC(=O)c1cc[n+]([O-])cc1	-3	0	1.3	1	0	13	-11	-3	-2
CCOC(=O)c1[nH]c(C)c(C(=O)OCC(=O)N(CC)C2CCS(=O)(=O)C2)c1C (stereo not drawn)	2	-7	-0.7	-3	-3	16	10	4	2
Cc1cc2cc(C#N)c(SCC(=O)Nc3nonc3C)nc2cc1C	16	-1	0.3	-1	-36	69*	-5	8	-37
COc1ccc(C[C@@H]2CN3C(=NC[C@@H]3C)N2C[C@H](C)NC(=O)CCC2CCCCC2)cc1	15	-7	0.7	-1	17	16	7	-5	13
Cc1nnc(SCC(=O)N(Cc2ccccc2)C(C)(C)C)[nH]c1=O	-7	7	-0.4	-1	-6	19	26	6	-5
CCCCc1sc(-c2c(C#N)c(N)nc3c2CCCCC3)cc1[N+](=O)[O-]	26	13	3.3	0	11	19	9	7	9
COC(=O)N/N=C/c1ccc(-c2ccc(Cl)c(Cl)c2)o1	-7	-4	2.7	4	7	15	-42	-5	-22
O=C1Cc2ccccc2N1c1ccccc1	6	0	-1.7	-3	-1	-52	-7	-7	-13
COc1ccc(Cl)cc1NC(=O)COC(=O)C1CC(=O)N(Cc2ccccc2)C1 (stereo not drawn)	4	-1	-0.5	0	-3	14	18	3	-38
Cc1cc(Cl)c2oc(C(=O)N(C)Cc3cc(C)[nH]n3)c(C)c2c1	0	-2	-1.0	0	-1	-3	-21	13	-30
CCNC(=S)N(Cc1cc2c(C)ccc(C)c2[nH]c1=O)C1CCCC1	12	4	-2.6	-6	2	-16	-22	0	14
CCC(C)(C)NC(=O)C(c1ccc(C)cc1)N(Cc1cccnc1)C(=O)c1csnn1 (stereo not drawn)	-4	-3	-0.2	2	4	8	-7	-1	-1
CCOC(=O)c1c(-c2ccc(F)cc2)csc1NC(=O)CCN1C(=O)c2ccccc2C1=O	-8	-8	1.5	-1	2	-9	-3	3	14
Cc1nnc(SCC(=O)Nc2ccc([N+](=O)[O-])cc2)n1C	9	-5	-0.7	-4	-1	-11	-8	-2	-19

No new results follow: entries from further up.
SMILES	CCR6 antag	EBI2 block	CHOP UPR activ	XBP1 UPR activ	Gli-Sufu antag	Mdm2-MdmX inh	697 NFkB inh	CXCR6 block	Jurkat NFkB inh
Cc1cccc(C)c1NC(=S)N1CC(C)OC(C)C1 (stereo not drawn)	-9	-10	0.5	-2	2	-36	-10	-10	-4
COCCOc1ccc(C(F)(F)F)cc1NC(=O)COC(=O)c1cc[n+]([O-])cc1	-3	0	1.3	1	0	13	-11	-3	-2
CCOC(=O)c1[nH]c(C)c(C(=O)OCC(=O)N(CC)C2CCS(=O)(=O)C2)c1C (stereo not drawn)	2	-7	-0.7	-3	-3	16	10	4	2
Cc1cc2cc(C#N)c(SCC(=O)Nc3nonc3C)nc2cc1C	16	-1	0.3	-1	-36	69*	-5	8	-37
COc1ccc(C[C@@H]2CN3C(=NC[C@@H]3C)N2C[C@H](C)NC(=O)CCC2CCCCC2)cc1	15	-7	0.7	-1	17	16	7	-5	13
Cc1nnc(SCC(=O)N(Cc2ccccc2)C(C)(C)C)[nH]c1=O	-7	7	-0.4	-1	-6	19	26	6	-5
CCCCc1sc(-c2c(C#N)c(N)nc3c2CCCCC3)cc1[N+](=O)[O-]	26	13	3.3	0	11	19	9	7	9
COC(=O)N/N=C/c1ccc(-c2ccc(Cl)c(Cl)c2)o1	-7	-4	2.7	4	7	15	-42	-5	-22
O=C1Cc2ccccc2N1c1ccccc1	6	0	-1.7	-3	-1	-52	-7	-7	-13
COc1ccc(Cl)cc1NC(=O)COC(=O)C1CC(=O)N(Cc2ccccc2)C1 (stereo not drawn)	4	-1	-0.5	0	-3	14	18	3	-38
Cc1cc(Cl)c2oc(C(=O)N(C)Cc3cc(C)[nH]n3)c(C)c2c1	0	-2	-1.0	0	-1	-3	-21	13	-30
CCNC(=S)N(Cc1cc2c(C)ccc(C)c2[nH]c1=O)C1CCCC1	12	4	-2.6	-6	2	-16	-22	0	14
CCC(C)(C)NC(=O)C(c1ccc(C)cc1)N(Cc1cccnc1)C(=O)c1csnn1 (stereo not drawn)	-4	-3	-0.2	2	4	8	-7	-1	-1
CCOC(=O)c1c(-c2ccc(F)cc2)csc1NC(=O)CCN1C(=O)c2ccccc2C1=O	-8	-8	1.5	-1	2	-9	-3	3	14
Cc1nnc(SCC(=O)Nc2ccc([N+](=O)[O-])cc2)n1C	9	-5	-0.7	-4	-1	-11	-8	-2	-19

Complete entries, quoted from the list. Order of values: CCR6 antag | EBI2 block | CHOP UPR activ | XBP1 UPR activ | Gli-Sufu antag | Mdm2-MdmX inh | 697 NFkB inh | CXCR6 block | Jurkat NFkB inh
Entry for Cc1nc(-c2cccnc2)sc1C(=O)Nc1cccc(C(F)(F)F)c1 = 3 | 25 | -4.1 | -2 | 24 | 36 | -29 | 4 | 1
Entry for CCNC(=S)N(Cc1cc2c(C)ccc(C)c2[nH]c1=O)C1CCCC1 = 12 | 4 | -2.6 | -6 | 2 | -16 | -22 | 0 | 14

The listing continues.
SMILES	CCR6 antag	EBI2 block	CHOP UPR activ	XBP1 UPR activ	Gli-Sufu antag	Mdm2-MdmX inh	697 NFkB inh	CXCR6 block	Jurkat NFkB inh
CCC(CC)NC(=O)c1ccc(Cl)cc1	-3	-9	-1.2	-2	-5	-8	-52	2	0
CC(C)CCOc1cccc(OCC(=O)O)c1	17	2	-1.4	-1	5	-7	11	13	6
NC(=O)C1Cc2ccccc2CN1C(=O)c1cc(C2CC2)nn1-c1ccccc1 (stereo not drawn)	1	5	0.3	-1	3	-2	17	-4	7
CC(=O)N1CCN2C(=O)C1CCCC(=O)c1cc(C(C)C)ccc12 (stereo not drawn)	-11	-3	1.1	5	-2	19	5	10	17
COc1ccccc1CNC(=O)C/C(C)=N/NC(=O)Cc1ccc(Cl)cc1	8	2	2.3	3	3	13	9	-5	4
O=c1nc(N2CCOCC2)ccn1-c1nc(-c2ccccc2)sc1-c1ccccc1	7	5	2.8	-3	1	18	17	-5	-7
O=c1c2[nH]c3ccc(F)cc3c2ncn1Cc1ccncc1	6	1	0.7	8	-4	6	16	-5	12
Cc1cccc(C)c1NC(=O)C1(N(Cc2ccco2)C(=O)c2ccccn2)CCCC1	9	-8	-1.7	-4	4	-6	-2	7	-15
COc1ccc(NC(=O)Nc2ccc3c(c2)C(=O)N([C@H](C)CO)C[C@H](C)[C@@H](CN(C)C(=O)Nc2ccccc2)O3)cc1	-11	-6	0.4	1	-8	9	-9	0	-15
O=C(NC1CCCCC1)c1ccc(Br)o1	-8	-2	-0.6	-2	5	-20	-26	3	-7
CC(O)CNc1nc2ccccc2n1CC(=O)N1CCN(Cc2ccccc2)CC1 (stereo not drawn)	-6	-3	-0.6	-2	6	-2	4	0	0
Cc1cccc(N(C(=O)Cn2nnc3ccccc32)C(C(=O)NC(C)(C)C)c2ccsc2)c1C (stereo not drawn)	2	-1	-1.6	2	2	5	-10	6	1
O=c1cc(-c2ccco2)oc2c1ccc1ccccc12	9	13	1.4	0	22	30	-2	-2	-15
Cc1ccc(S(=O)(=O)N2CCOCC2)cc1NC(=O)Cn1c(=O)ccn(Cc2ccccc2)c1=O	7	9	.	.	-4	.	.	8	.
CCCc1c(C(=O)NNc2cccc(Cl)c2)cnn1-c1ccccc1	3	21	1.3	-3	-1	-3	20	13	1
O=C(NCCCc1ccccc1)C1CCC(=O)N(Cc2ccc(Cl)cc2)C1 (stereo not drawn)	5	35	7.7	-7	13	-9	9	-2	-22
COc1ccc(NC(=O)CN2CCN(CC(=O)Nc3ccc(F)cc3)CC2)c(OC)c1	6	8	-0.9	0	12	2	1	0	3
Cc1nnc(SCc2ccc(Cl)cc2)nc1/C=C/N(C)C	18	-4	0.8	0	7	43	-4	15	-1
Nc1ncnc(NCc2ccccc2)c1[N+](=O)[O-]	-1	-10	-1.8	9	-21	26	-31	-7	11
C1=C(c2ccc(-c3ccccc3)cc2)Nc2ncnn2C1c1ccco1 (stereo not drawn)	2	-4	.	.	0	.	.	-23	.
Cc1oc2c(C)c(O)ccc2c(=O)c1-c1cnn(-c2ccccc2)c1	-2	15	5.2	4	-9	35	4	1	-12
CCCc1cc(=O)n2[nH]c(C(F)(F)F)nc2n1	1	-15	-1.9	-2	2	9	0	1	22
C/C(=N\NC(=O)Cc1ccc(Cl)cc1)c1ccccc1O	-10	-11	-1.3	-3	0	57*	16	-6	-7
O=C(CSc1ncnc2c1cnn2-c1ccccc1)NCC1CCCO1 (stereo not drawn)	1	-5	0.6	0	-6	13	-4	-8	5
COc1cc(O)c(C(CC(=O)N2CCCC(C)C2)c2ccc(N(C)C)cc2)c(OC)c1 (stereo not drawn)	-2	0	-0.5	-2	-5	5	23	11	8
CC1(c2ccc(OC(F)F)cc2)NC(=O)N(CC(=O)Nc2ccc(OC(F)F)cc2)C1=O (stereo not drawn)	6	3	0.1	3	-6	-5	3	-1	3
Cc1ccc2oc(=O)c3cnn(CC(=O)Nc4cc(-c5cccc(F)c5)no4)c3c2c1	8	2	-0.8	0	8	74*	2	2	7
C=CCNC(=S)NNC(=O)c1csc(C)c1C	11	-11	0.0	0	-1	1	-9	-1	4
O=C(Nc1ccccc1C(=O)OC1CCOC1=O)c1ccco1 (stereo not drawn)	8	-14	0.8	0	-12	14	-1	-2	-1

High-throughput results (PubChem BioAssay)

Rows are unselected; about 5% have a hit in one of these screens.
